High-throughput results (PubChem BioAssay)
Kir21 inh: inhibitors of mouse Kir2.1 inward-rectifier potassium channel; Inward rectifier potassium channel 2 (Mus musculus), P35561; HEK293-Kir2.1, FluxOR thallium flux fluorescence; hits give low values; B-score at 10 µM; hit rate 0.85% among 310,000;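 active = fluorescence ratio B-score at or below minus 3 SD of library scores, with starting-brightness B-score within 2 SD, cut at about -4.2 in these data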;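 note: channel flux triggered by added potassium and thallium sulfate stimulus; B-score of peak minus minimum fluorescence over baseline after thallium stimulus; more negative B-score means stronger Kir2.1 block with less thallium influx; some compounds called inactive have numbers as strong as hits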
Target sequence (P35561 whole entry, looked up): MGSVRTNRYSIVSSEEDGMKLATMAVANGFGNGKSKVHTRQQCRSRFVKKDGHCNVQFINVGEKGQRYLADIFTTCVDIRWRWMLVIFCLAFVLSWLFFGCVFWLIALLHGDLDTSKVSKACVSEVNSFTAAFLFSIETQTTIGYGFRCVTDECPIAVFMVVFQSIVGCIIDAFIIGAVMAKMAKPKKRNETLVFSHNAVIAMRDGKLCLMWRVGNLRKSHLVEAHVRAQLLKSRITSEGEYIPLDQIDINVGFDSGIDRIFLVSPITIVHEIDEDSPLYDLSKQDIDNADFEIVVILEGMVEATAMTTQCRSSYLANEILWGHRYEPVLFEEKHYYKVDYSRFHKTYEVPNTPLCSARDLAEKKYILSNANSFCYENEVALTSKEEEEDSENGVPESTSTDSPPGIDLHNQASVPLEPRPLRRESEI
CHT block: inhibitors of human choline transporter CHT. B-score at 10 µM. CHT-expressing cells, membrane potential dye, choline response; hits give low values. hit rate 0.86% among 310,000;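 active = B-score over 3 SD under the library average, and starting fluorescence ratio not unusually high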;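 note: choline stimulus applied at its EC90 after an EC20 pre-addition; B-score computed on integrated fluorescence ratio after choline addition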
Target sequence (Q9GZV3 whole entry, looked up): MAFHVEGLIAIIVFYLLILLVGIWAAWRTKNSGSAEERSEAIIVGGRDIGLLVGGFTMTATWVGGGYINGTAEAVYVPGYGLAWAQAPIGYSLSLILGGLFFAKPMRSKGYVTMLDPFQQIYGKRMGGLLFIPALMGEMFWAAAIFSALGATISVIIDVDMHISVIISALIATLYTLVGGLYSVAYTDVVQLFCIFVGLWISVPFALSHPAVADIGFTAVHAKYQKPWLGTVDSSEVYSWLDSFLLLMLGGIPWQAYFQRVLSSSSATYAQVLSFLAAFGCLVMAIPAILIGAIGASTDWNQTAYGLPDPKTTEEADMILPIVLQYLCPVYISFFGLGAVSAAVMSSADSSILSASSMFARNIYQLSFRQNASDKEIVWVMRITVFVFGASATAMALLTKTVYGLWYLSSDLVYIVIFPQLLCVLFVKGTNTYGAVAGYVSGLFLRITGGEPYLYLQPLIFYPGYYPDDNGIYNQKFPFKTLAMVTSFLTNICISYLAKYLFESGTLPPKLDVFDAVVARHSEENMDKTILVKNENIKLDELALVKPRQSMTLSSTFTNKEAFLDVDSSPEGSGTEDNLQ
Starred values were filed as active, the others as inactive; i = inactive; . = not tested or not shown.

SMILES	Kir21 inh	CHT block
O=C(CNC(=O)C1CCCCC1)Nc1ccc(F)c(Cl)c1	-0.14	i
COCC(=O)N(C)c1nnc(-c2ccc([N+](=O)[O-])cc2)s1	-0.42	i
COc1ccc(C(=O)N2CCN(c3nc4cc(C)ccc4cc3C#N)CC2)c(OC)c1	-2.21	i
O=C(CN(C(=O)Cn1nnc(-c2cccs2)n1)c1ccc2c(c1)OCCO2)NCC1CCCO1 (stereo not given)	0.6	i
CCc1[nH]nc(C(=O)N2CCCC(N3CCN(c4ccccc4C)CC3)C2)c1C (stereo not given)	1.13	i
Cc1sc2nc(C3CC3)nc(NCCNS(=O)(=O)c3ccccc3)c2c1C	1.53	i
COc1c(N2CCNC(C)C2)c(F)cc2c(=O)c(C(=O)O)cn(C3CC3)c12 (stereo not given)	-0.31	i
COC(=O)[C@@H]1C[C@@]2(O)[C@H](O)[C@H](O)[C@H](O)C[C@H]2N1Cc1cc(OC)cc(OC)c1	-0.28	i
Cc1c(Cl)cccc1NC(=O)C1CCN(c2cnccn2)CC1	-0.02	i
Cc1ccc(CNC(=O)c2ccc(N3CCc4ccccc43)c([N+](=O)[O-])c2)cc1	-6.53*	i

Reprinted from the part before: 6 entries, followed by the next part.
SMILES	Kir21 inh	CHT block
CCc1[nH]nc(C(=O)N2CCCC(N3CCN(c4ccccc4C)CC3)C2)c1C (stereo not given)	1.13	i
Cc1sc2nc(C3CC3)nc(NCCNS(=O)(=O)c3ccccc3)c2c1C	1.53	i
COc1c(N2CCNC(C)C2)c(F)cc2c(=O)c(C(=O)O)cn(C3CC3)c12 (stereo not given)	-0.31	i
COC(=O)[C@@H]1C[C@@]2(O)[C@H](O)[C@H](O)[C@H](O)C[C@H]2N1Cc1cc(OC)cc(OC)c1	-0.28	i
Cc1c(Cl)cccc1NC(=O)C1CCN(c2cnccn2)CC1	-0.02	i
Cc1ccc(CNC(=O)c2ccc(N3CCc4ccccc43)c([N+](=O)[O-])c2)cc1	-6.53*	i
CNC(=O)NC(=O)CSc1ccc(NC(C)=O)cc1	0.75	i
CC(=O)c1sc(NCc2ccccc2)nc1C	-0.89	i
CC(C)C(NC(=O)c1ccc2c(c1)OCCO2)c1nc2ccccc2[nH]1 (stereo not given)	1.67	i
O=C(NCCNC(=O)c1ccc(Cl)cc1Cl)c1cnccn1	0.78	i
CC(=O)c1ccc(N2CCN(CC3CCCCC3)CC2)cc1	1.33	i
Cc1cnc(C(=O)OCC(=O)N2c3ccccc3NC(=O)C2(C)C)cn1	0.07	i
CC(C)[C@H](NC(=O)N1c2ccccc2NC(=O)[C@@H]1C(C)C)C(=O)N1CCC[C@H]1C(=O)O	0.07	i
CCOC(=O)c1c(NCCN(C)C)c2ccccc2[nH]c1=O	0.27	i
CC(=O)O[C@H]1C(=O)[C@@]2(C)[C@H]([C@H](OC(=O)c3ccccc3)[C@]3(O)C[C@H](OC(=O)[C@H](O)C(NC(=O)c4ccccc4)c4ccccc4)C(C)=C1C3(C)C)[C@]1(OC(C)=O)CO[C@@H]1C[C@@H]2O (stereo not given in full)	-0.16	i
O=C(Nc1nnc(S(=O)(=O)N2CCCCCC2)s1)c1ccc(Cl)cc1	-0.85	i
Cc1cc2nc(CS)[nH]c2cc1C	-0.56	i
CCCCOC(=O)Nc1nnc(Cc2ccc(Cl)cc2)s1	-0.32	i
CNC(=O)c1ccc(OCc2ccccc2)c(OC)c1	.	i
S=c1[nH]nc(Cn2c(-c3ccccn3)nc3ccccc32)n1-c1ccc2c(c1)OCCO2	1.85	i
Cc1ccc(NC(=S)NC(=O)c2cncc(Br)c2)c(C)c1	0.29	i
O=C(Oc1ccc(/C=N/NC(=O)c2ccccn2)cc1)c1ccc(Br)cc1	-0.61	i
CCOC(=O)c1ccc(NC(=O)C(CC)(CC)C(=O)OCC)cc1	0.13	i
NC(=O)C[C@H]1NC(=O)[C@H](CCC(=O)O)NC(=O)c2cc([N+](=O)[O-])cc(I)c2NCCC[C@@H](C(N)=O)NC1=O	0.48	i
CCn1c(C)cc(/C=C2/SC(=O)N(CC(=O)N3CCCC3)C2=O)c1C	-0.21	i
CCOc1ccc(NC(=S)Nc2ccc(OCC)cc2)cc1	-0.03	i
COC(=O)c1ccn(C(=O)c2ccc(Cl)cc2)n1	1.34	i
CCN(CC)CCn1c(NC(=O)c2ccc(C)cc2)nc2ccccc21	-0.21	i
COc1ccc(S(=O)(=O)N2CCC(C(=O)N3CCc4ccccc4C3)CC2)cc1	0.45	-5.78*
CC(C)N(Cc1cn(C)nc1-c1cccc(Cl)c1)Cc1nccn1C	-1.9	i
Cc1cc(C(=O)O)ccc1N=Cc1c(O)ccc2ccccc12	-1	i
COc1cc(OC)c(NC(=O)C2CCCN2C(=O)OCc2ccccc2)cc1Cl (stereo not given)	-1.3	i
COc1cccc(NC(=O)c2cc(CN3C(=O)c4ccccc4C3=O)ccc2OC)c1	1.3	i
Cc1ccc(NCc2nnc(SCC(=O)Nc3cccc(O)c3)n2CC2CCCO2)c(C)c1 (stereo not given)	-0.86	i
C#CCNC(=O)C1=C[C@@H](c2ccc(C#C)cc2)C[C@@H](OCCCCO)O1	-0.8	i
CC(=O)c1ccc(NC(=O)c2cc3nc4c(c(C(F)(F)F)n3n2)CCCC4)cc1	0.86	.
COc1ccc(N2CCN(c3cc(=O)n(Cc4ccc(F)cc4)c(=O)[nH]3)CC2)cc1	.	i
CCCn1c(SCC(=O)NC2CCCCC2)nnc1-c1ccncc1	0.27	i
CC(C(=O)Nc1ccc(OCc2ccccc2)cc1)N1CCCC1 (stereo not given)	1.49	i
O=C(Nc1cccc(Cl)c1)c1ccc2c(=O)n3c(nc2c1)CCCCC3	-0.06	.
CCOC(=O)c1cc2c(=O)n3ccccc3nc2n(C(C)C)c1=NC(=O)c1ccncc1	-0.94	i
Cc1cccc(NC2=NC3(CCCCC3)N=C(N)N2)c1	.	i
O=S1(=O)CCOC[C@H](c2ccccc2)N1Cc1cccc(F)c1	-3.55	i
Cc1ccc(SCCC(=O)N2CCCC2)cc1	-0.26	i
CCC(C)C(=O)Nc1cccc(SC)c1 (stereo not given)	0.94	i
O=C(Nc1ccc(S(=O)(=O)Nc2nccs2)cc1)c1nn(-c2ccc(F)cc2)ccc1=O	-0.66	i
O=C(C1=C[C@@H](c2ccccc2)C[C@@H](OCCCCO)O1)N1CCOCC1	1.4	-10.1*
CCOC(=O)N1CCC(N2Cc3cccc(C(=O)NCc4ccccc4OC)c3C2=O)CC1	-0.2	i
CCC(C)[C@H](NC(=O)N1CC(=O)Nc2ccccc21)C(=O)N[C@H](Cc1ccccc1)C(=O)O (stereo not given in full)	-0.58	i
CCOC(=O)c1[nH]c2ccccc2c1NC(=O)CCN1CC(C)OC(C)C1 (stereo not given)	0.62	i
COCc1[nH][nH]c(=O)c1/C=N/N1CCOCC1	-1.44	i
O=C(COc1ccccc1)Nc1nc(-c2ccncc2)cs1	-1.08	i
CCOC(=O)c1cc2c(=O)n3ccccc3nc2n(CCCOC)c1=NC(=O)c1cccnc1	1.77	i
Cc1cc(NCc2ccccc2)n2ncnc2n1	-0.66	i
COc1ccc(C[C@H]2CN3C(=NC[C@@H]3C(C)C)N2C[C@H](C)NC(=O)c2ccc(C)c(Br)c2)cc1	-7.9*	i
CCOc1ccc(NC(=O)C2CCCN2C(=O)NC2CCCCC2)cc1 (stereo not given)	0.65	i

The listing continues.
SMILES	Kir21 inh	CHT block
O=C(N/N=C/c1ccsc1)c1ccccn1	0.75	i
CCOc1ccc2nc(SCc3ccccc3C#N)sc2c1	1.04	i
CCCN1Cc2cccc(C(=O)N3CCN(c4ccccc4)CC3)c2C1=O	0.99	i
CCOC(=O)C1=C(C)NC(=O)NC1c1ccc(NC(C)=O)cc1 (stereo not given)	0.48	i
CC(=O)Nc1cccc(NC(=O)CSc2ncc(-c3ccccc3)[nH]2)c1	0.35	i
COc1cccc(S(=O)(=O)NCc2ccc(C(=O)Nc3ccc(Cl)cc3)cc2)c1	1.38	i
O=c1oc2ccccc2n1Cc1ccccc1F	0.21	i
CCCN1CCN(CCCNC(=O)CCNC(=O)Cn2ccc3ccccc3c2=O)CC1	0.65	i
O=c1c2ccccc2nc2n1CCCS2	0	i
CCOC(=O)c1c(NC(=O)CSc2n[nH]c(-c3ccco3)n2)sc(C)c1C	0.35	i
Cc1ccc(/C=C2/SC(=O)N(CC(=O)N3CCOCC3)C2=O)s1	0.58	i
CCNC(=O)CC1C(=O)N(c2ccc(OC)cc2)C(=O)N1Cc1ccc(OC)cc1 (stereo not given)	0.19	i
Cc1nnc(OCc2nc3ccccc3n2C)c2ccccc12	-4.71*	i
COc1cccc(C(=O)N2CCCN(C)CC2)c1OC	0.4	i
CCn1c(CCNC(=O)c2ccc(C)cc2)nnc1SCc1ccc(Cl)c(Cl)c1	-3.51	i
O=C(CN1CCN(Cc2ccccc2)CC1)Nc1cccc(Br)c1	-4.64*	i
N#CNC1=NCN(CCc2ccccc2)CN1	-1.01	i
COc1ccc(C2SCCN2C(=S)Nc2cccc(Cl)c2)cc1 (stereo not given)	-0.67	i
CC1=NN(C(N)=S)C(=O)C1N=Nc1cccc([N+](=O)[O-])c1 (stereo not given)	1.01	i
Cc1cc(N2CCOCC2)cc(C)[n+]1[O-]	0.27	i

Record cards (already shown).
O=C(CN1CCN(Cc2ccccc2)CC1)Nc1cccc(Br)c1 across the screens: Kir21 inh: -4.64*; CHT block: i
CCNC(=O)CC1C(=O)N(c2ccc(OC)cc2)C(=O)N1Cc1ccc(OC)cc1 (stereo not given) across the screens: Kir21 inh: 0.19; CHT block: i

(listing goes on)
SMILES	Kir21 inh	CHT block
O=c1n(Cc2ccccc2)nc2n1-c1ccccc1SC2	1.1	i
CC(NS(=O)(=O)c1ccccc1)C(=O)NC1CCCC1 (stereo not given)	-1.73	i
CN(C)c1cccc(C(=O)OCCNC(=O)c2cccc(S(=O)(=O)N3CCOCC3)c2)c1	-0.28	i
CN(c1ccc(C(=O)Nc2ccccc2C(=O)N2CCOCC2)cc1)S(C)(=O)=O	0.07	i
Cc1cc(Nc2cccc(C(=O)O)c2)n2ncnc2n1	0.2	i
CNC(=S)N(Cc1ccc(Cl)cc1)Cc1cccs1	-0.52	i
CCOC(=O)c1cnc2ccc(C(=O)OC)cc2c1NCc1ccco1	0.29	.
CCOC(=O)N1CCN(CC(=O)c2ccc(O)c(C)c2O)CC1	0.03	i
CC(C)(C)CN1C(=O)C(=O)NC[C@@H]1Cc1ccc(O)cc1	0.02	i
O=C(CC(=O)NCc1ccccc1)NCc1ccccc1	-0.4	i
O=C1CCC(C(=O)N2CCCCO2)CN1CCc1ccccc1 (stereo not given)	-0.4	i
COc1ccc2[nH]c3c(c2c1)CCN1C(=O)N([C@@H](C)C(=O)NC2CC2)C(=O)[C@]31C	0.03	i
Cc1csc(NC(=O)c2cc[n+]([O-])cc2)n1	-1.26	i
CCOC(=O)c1ccccc1NC(=O)COC(=O)CSc1ccccc1	-0.33	i
CCCCC(=O)Nc1ccc(NC(=O)c2ccco2)cn1	-0.87	i
Cc1ccc(-c2noc(C3CCCN(C(=O)c4cccc([N+](=O)[O-])c4)C3)n2)o1 (stereo not given)	-1.03	i
NC(CC(=O)OC1CCCCC1)C(=O)OC1CCCCC1 (stereo not given)	-0.45	i
COC(=O)c1ccccc1NC(=S)N1CCN(c2ccccc2)CC1	0.22	i
C=CCn1c(-c2cccc(S(=O)(=O)N(CC)CC)c2)n[nH]c1=S	-0.98	i
COc1cc(-c2c(-c3ccc4c(c3)OCO4)noc2-c2ccsc2)ccc1F	-1.2	i
COc1ccc(CCC(=O)NNC(=O)Nc2ccc(OC)c(OC)c2)cc1	1.67	i
COc1ccc(-n2nc(C(=O)NCC(=O)Nc3cc(Cl)c(OC)cc3OC)c3ccccc3c2=O)cc1	-0.74	i
O=C(Nc1ccc(F)c(F)c1)c1ccc2c(c1)OCO2	0.06	i
COc1cccc(-n2nnc3c(=O)n(Cc4ccccc4F)cnc32)c1	2.99	i
Cc1cc(CNC(=O)CCc2nnc(CCCc3ccccc3)o2)nn1C	0.17	i
COc1ccccc1NC(=O)Cn1nnc(C(=O)NCc2cccs2)c1N	0.87	i
O=C(c1ccc([N+](=O)[O-])cc1)N(Cc1ccc(Cl)cc1)N1C(=O)CCCC1=O	3.07	i
Cc1[nH]n(-c2ccccc2)c(=O)c1/C=N/n1c(C)nc2ccccc2c1=O	0.16	i
CN(C(=O)CSc1nnc(-c2ccc(Cl)cc2)n1CC1CCCO1)C1CCS(=O)(=O)C1 (stereo not given)	0.31	i
Cc1cc(S(=O)(=O)NCC(=O)O)ccc1F	1.42	i
CS(=O)(=O)c1cccc(C(=O)NC(c2ccccc2)c2ccccc2)c1	0.96	i
CC(=O)Nc1ccc(S(=O)(=O)N(C)CC(=O)OCC(=O)NNC(=O)c2ccccc2F)cc1	-0.75	i
CCCC(C(=O)NC1CCCC1)N(Cc1ccc2c(c1)OCO2)C(=O)c1snc(C(N)=O)c1N (stereo not given)	-1.92	i
CCc1cc(=O)oc2cc(OC(C)C(=O)NCC(O)c3ccccc3)c(Cl)cc12 (stereo not given)	-0.12	i
O=C(O)CCNS(=O)(=O)c1ccc2c(c1)CCCC2	1.03	i
COc1ccc(-n2nc3c(c2NC(=O)c2ccccc2S(=O)(=O)C(F)F)CS(=O)(=O)C3)cc1	0.92	i
CC(=O)Nc1c(O)nc(SCC(=O)Nc2nnc(CC(C)C)s2)[nH]c1=O	.	i
CCOC(=O)Cc1cc(=O)n2[nH]cc(-c3cccc(Br)c3)c2n1	0.83	i
